Screening data from PubChem.
D2 potentiator – positively modulates the human D2 dopamine receptor allosterically | HEK293 T-REx D2, calcium flux, EC20 dopamine potentiation | 0.34% of 340,000 active | P14416 | potentiation, % at 10 µM;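 active means potentiation over 3 SD above the plate norm, cut at about 30% in these data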; further: 0% is about no effect
Target sequence (P14416 whole entry, looked up): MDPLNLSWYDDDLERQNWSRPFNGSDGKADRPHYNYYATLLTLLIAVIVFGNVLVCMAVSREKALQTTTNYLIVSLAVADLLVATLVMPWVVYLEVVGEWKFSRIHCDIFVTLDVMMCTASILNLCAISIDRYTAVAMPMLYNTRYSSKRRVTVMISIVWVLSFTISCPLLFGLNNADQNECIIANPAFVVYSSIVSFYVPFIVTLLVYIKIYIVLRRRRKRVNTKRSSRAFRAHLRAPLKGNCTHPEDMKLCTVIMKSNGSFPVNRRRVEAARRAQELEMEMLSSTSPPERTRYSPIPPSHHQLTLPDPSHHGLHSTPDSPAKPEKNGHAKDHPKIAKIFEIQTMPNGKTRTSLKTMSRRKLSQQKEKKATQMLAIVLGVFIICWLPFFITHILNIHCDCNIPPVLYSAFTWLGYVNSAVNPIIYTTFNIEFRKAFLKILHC
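Tetracycline-induced HEK293 T-REx cells force-coupled to calcium signalling expressed D2; compounds were pin-added after a 10 s baseline, read kinetically 180 s, then an EC20 dopamine challenge followed with a further 180 s calcium read.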
LDHA block – inhibitors of human lactate dehydrogenase A | P00338 | purified LDHA, NADH/diaphorase-resazurin fluorescence; active compounds read low | activity change, % (values are at about 110 or 230 µM) | 0.15% of 480,000 active; in the data active means activity change below about -30%; inconclusive means mostly about -25% to -30%;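 further: plate controls were DMSO wells for no effect and wells without enzyme for full effect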
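Human LDH5 (2 nM) was incubated with 0.06 mM NADH and 0.2 mM pyruvate for 5 min at room temperature in Tris pH 7.4. Remaining NADH was coupled through diaphorase/resazurin, and resorufin fluorescence was read at 0 and 20 min.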
D1 antagonist – human D1 dopamine receptor antagonism | P21728 | HEK293 TREx D1 cells, calcium flux, dopamine EC80; active compounds read low | activity change, negative = inhibition, % at 10 µM | 3.2% of 360,000 active; in the data active means activity change below about -30%; further: on the % scale 0 is the no-effect control and ±100 the full control effect
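Allosteric or orthosteric antagonism assessed as attenuation of the calcium response to EC80 dopamine, added 180 s after compound, in induced HEK293 Trex D1 cells loaded with no-wash calcium dye.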
Glioma ERSR ind – ER stress response induction in glioma | U87-MG GRP78 promoter luciferase reporter, 16 h | 0.02% of 420,000 active | AID 602332 | Potency, µM, inactives show at the top dose activation, most hits filed as activators; further: potency means the concentration at half of the fitted maximal effect; series mostly up to about 76 µM; % of control where 0% means no effect; nearly all actives have a fitted effect of over 35% in size
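Stably transfected U87-MG glioma cells carrying a GRP78-based luciferase sensor; 16 h compound incubation. Luminescence end-point read 10 min after Bright-Glo addition at room temperature.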
D1 PAM – potentiators of human D1 dopamine receptor; P21728; HEK293 TREx D1 cells, calcium flux, dopamine EC20 potentiation; potentiation, % at 10 µM; 0.036% of 360,000 active; in the data active means potentiation above about 30%; further: 0% is about no effect
Vif-A3F inh – blocks the Vif interaction with APOBEC3F | HeLa A3F-eYFP + Vif (tagged APOBEC3F with the HIV-1 protein that degrades it), YFP fluorescence increase | Potency, µM (top dose mostly 46.1 µM), without a hit: top-dose activity, negative = active | 0.2% of 390,000 active; further: potency means the concentration at half of the fitted maximal effect; % of control where 0% means no effect; nearly all actives have a fitted effect of over 65% in size
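HeLa cells stably expressing A3F-eYFP plus Vif, plated and incubated overnight at 37 deg C, then exposed to compounds overnight at 37 deg C. Blocked degradation read as raised yellow fluorescence (Ex 488/Em 500-530).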
RXFP1 agonist – RXFP1 (human) receptor agonism | Q9HBX9 | HEK293T-RXFP1 cAMP TR-FRET, 30 min; response scale: percent of porcine relaxin response, buffer zero | Potency, µM (series often up to 57.5 µM), for inactives: at the highest dose activation, most hits filed as activators | 0.3% of 370,000 active | AID 2676; further: potency means the concentration at half of the fitted maximal effect; on the % scale 0 is the no-effect control and ±100 the full control effect; nearly all actives have a fitted effect of over 60% in size; many of its hits are not listed in these tables
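HEK293T cells stably expressing RXFP1 were pretreated with the PDE4 inhibitor Ro 20174, exposed to compounds for 30 min at 37C, lysed, and cAMP was read by TR-FRET. Data normalized to buffer (basal) and 29 nM porcine relaxin (100%).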
D1 agonist – agonists of human D1 dopamine receptor; activation, % at 2 µM; HEK293 T-REx D1 cells, calcium flux, agonist mode; P21728; 1% of 360,000 active; AID 504660; in the data active means activation above about 30%; further: 0% is about no effect
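Agonism was scored from calcium flux recorded over 180 s (1 read/s) after pintool compound addition, following a 10-cycle baseline. Cells were inducible force-coupled HEK293 TREx D1, plated overnight at 30 C and loaded with no-wash calcium dye.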
Vif-APOBEC3G blk – blocks the Vif interaction with human APOBEC3G; Potency, µM (series often up to 46.1 µM), for inactives: at the highest dose activity, negative = active, hits mostly inhibitors; 0.076% of 410,000 active; Q9HC16; HeLa A3G-eYFP + Vif (tagged APOBEC3G with the HIV-1 protein that degrades it), YFP fluorescence, overnight;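 further: potency means the concentration at half of the fitted maximal effect; on the % scale 0 is the no-effect control and ±100 the full control effect; nearly all actives have a fitted effect of over 60% in size; hits raise eYFP signal because A3G escapes Vif-driven loss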
Target sequence (Q9HC16 whole entry, looked up): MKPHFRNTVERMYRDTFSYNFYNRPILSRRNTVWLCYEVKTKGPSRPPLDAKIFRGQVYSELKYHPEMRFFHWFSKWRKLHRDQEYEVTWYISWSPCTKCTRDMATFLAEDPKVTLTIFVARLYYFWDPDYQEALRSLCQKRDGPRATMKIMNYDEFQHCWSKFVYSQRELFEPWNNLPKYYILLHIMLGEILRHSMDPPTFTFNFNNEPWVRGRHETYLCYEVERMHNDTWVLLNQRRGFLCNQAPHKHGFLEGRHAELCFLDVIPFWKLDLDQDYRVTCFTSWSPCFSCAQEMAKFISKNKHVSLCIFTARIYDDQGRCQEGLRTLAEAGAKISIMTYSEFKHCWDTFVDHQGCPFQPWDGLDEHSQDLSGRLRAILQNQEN
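Read-out is eYFP fluorescence (Ex 488/Em 500-530) from Vif-expressing HeLa A3G-eYFP cells; more signal means A3G escaped Vif-mediated degradation. Cells plated overnight, compound pinned in, incubated overnight at 37 deg C.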
Numbers without * were called inactive; ? = inconclusive; · = no result given; & = joins results of further samples. Unless noted, the call rests on the fitted dose curve; in most records, active means well fitted curve in the direction sought with a large enough effect; inconclusive means small, poorly fitted or top-dose-only effect, or another doubt; inactive means no such curve, though single readings can be large; an effect the other way counts as inactive or inconclusive. Only part of the results is shown; the hit share may differ from the screen's.

SMILES	D2 potentiator	LDHA block	D1 antagonist	Glioma ERSR ind	D1 PAM	Vif-A3F inh	RXFP1 agonist	D1 agonist	Vif-APOBEC3G blk
O=C(COC(=O)c1c[nH]c2ccccc12)NC1CCCCC1	-7.2	-1.1&-5.8	11.6	4.9%	-0.2	15.7%	-1.3%	0.0	-2.0%
O=C(c1ccccc1)N1CCN(C(=O)c2ccccc2Br)CC1	12.9	-4.0	-8.6	-4.1%	-3.0	0.8%	1.2%	3.9	-0.1%
COc1ccccc1N(CC(=O)Nc1ccccc1C(=O)N1CCCC1)S(C)(=O)=O	-14.5	-1.4	6.7	-3.6%	-3.7	10.2%	-0.4%	-0.8	-6.2%
Cc1ccc(NC2=CC(=O)C(=O)c3ccccc32)c(C)c1	10.7	7.5	17.6	-12.6%	-11.3	3.7%	-1.2%	1.6	-29.1%
CCOC(=O)c1ccc(-c2ccc(-c3cc(=O)oc4cc(OC)c(OC)c(OC)c34)cc2)cc1	·	1.3	·	-2.5%&-2.0%	·	9.3%	·	·	2.3%
COc1cc(C2NC(=O)NC(C)=C2C(=O)OC(C)(C)C)ccc1OCC(=O)O (centres undefined)	7.7	1.5	-4.7	-8.3%	-1.6	1.7%	0.9%	1.7	0.0%
Cc1cccc(NC(=O)CNC(=O)c2cccc(S(=O)(=O)NCc3cccs3)c2)c1C	-4.4	-1.7	-16.4	-4.3%	-3.1	?	-2.2%	0.1	7.7%
CCc1cc(=O)[nH]c(SCC(=O)N2CCC(Cc3ccccc3)CC2)n1	10.8	-1.1	9.0	-1.2%	0.8	4.7%	-0.1%	1.7	-0.3%
COC(=O)c1ccc(NC(=O)CCCCCn2nnc3ccccc3c2=O)cc1	11.7	-0.7	2.6	?	-10.9	-4.6%	2.4%	0.8	-1.2%
CC1(C)C2CCC1(C)C(NCC(O)COc1ccc(C#N)cc1)C2 (centres undefined)	-9.7	-16.9	10.9	3.7%	2.3	-0.3%	-2.2%	11.2	0.3%
CCOc1ccc(OCC)c(Nc2ccc3cc(S(=O)(=O)N4CCCC4)ccc3n2)c1	-0.9	13.9	19.6	-4.2%	2.3	0.9%	0.9%	0.7	-0.6%
O=C(O)c1cn(-c2ccc(F)c(F)c2)c2c(F)c(F)c(F)c(F)c2c1=O	-2.7	2.0	-21.1	-5.0%	14.2	-7.5%	2.7%	2.4	-3.1%
O=C(Nc1ccccc1C(=O)NCc1cccnc1)c1cccc([N+](=O)[O-])c1	-4.1	-12.6	-23.3	0.9%	-3.9	1.3%	0.4%	0.7	0.8%
CCOC(=O)Cn1c(=O)oc2cc(S(=O)(=O)N3CCN(c4cc(C)ccc4C)CC3)ccc21	1.2	3.9	4.8	0.0%	-3.0	-0.7%	-0.5%	-1.1	1.6%
COc1cccc(CNC(=O)c2ccc(N3CCOCC3)c([N+](=O)[O-])c2)c1	14.4	1.2	-0.3	1.7%	-3.9	10.6%	-0.8%	1.7	-4.9%
COc1ccc(Cl)cc1NC(=O)c1cnc2sccn2c1=O	5.9	-9.2	-1.9	-1.6%	-1.6	-28.7%	?	-1.5	-7.4%
CCOC(=O)N1CCN(c2c(N3CCN(C(=O)OCC)CC3)c(=O)c2=O)CC1	-4.4	-6.7	8.1	2.5%	3.9	-31.6%	2.1%	0.9	-0.1%
COc1ccc(/C=C/C(=O)OCC(=O)N2CCCC2)c(OC)c1	·	-1.8	-4.8	-4.9%	5.5	3.9%	-0.2%	5.7	-1.2%
CCc1ccccc1NC(=O)CSc1nc2[nH]c(=O)cc(O)c2s1	-28.5	5.4	6.6	2.1%	-2.7	0.1%	-1.4%	1.1	0.8%
COc1ccc(S(=O)(=O)N(C)CC(=O)Nc2cccc(C(C)=O)c2)cc1	4.7	2.3	-1.1	-0.9%	-1.1	2.9%	0.5%	1.3	-0.1%
CC(/C=C1\SC(=Nc2cccnc2)NC1=O)=C\c1ccccc1	1.5	-0.4	1.4	3.6%	-3.9	2.2%	-0.8%	2.5	?
Cc1ccc(C(=O)NCCc2n[nH]c(=S)n2C)cc1	5.2	-5.6	-5.1	-0.6%	-1.0	1.3%	2.6%	0.2	-9.2%
c1ccc(CNCc2ccco2)cc1	-15.7	-8.8&3.9	-2.3	-2.8%	1.4	-0.7%	-0.1%	0.2	1.6%
CC1(C(=O)N2CC3(CC(c4cccc([N+](=O)[O-])c4)=NO3)C[C@H]2C(=O)NCC(N)=O)CC1 (some centres undefined)	1.7	-4.3	2.8	-3.1%	2.4	5.3%	0.9%	0.4	2.2%
CCn1c(SCC(=O)N2CCN(c3ccccc3)CC2)nc2c([nH]c3ccccc32)c1=O	-7.4	-3.7	12.0	-2.2%	2.6	1.9%	16.5%	0.9	1.6%
SMILES	D2 potentiator	LDHA block	D1 antagonist	Glioma ERSR ind	D1 PAM	Vif-A3F inh	RXFP1 agonist	D1 agonist	Vif-APOBEC3G blk
COc1ccc2nc3n(c(=O)c2c1)-c1ccc(Cl)cc1C(=O)NC3Cc1ccc(O)cc1 (centres undefined)	·	-8.9	·	-1.2%	·	1.0%	·	·	-1.2%
CC(=O)Oc1cc2c(cc1Cl)C(c1cccs1)CC1(CC(C)(C)NC(=S)N1)O2 (centres undefined)	6.2	-7.1	-10.2	5.3%	-8.6	1.9%	1.6%	1.2	-3.2%
COc1ccc(CNC(=O)C(=O)NCC2OCCN2S(=O)(=O)c2ccc(OC)c(OC)c2)cc1 (centres undefined)	-3.1	-2.2	4.9	-4.1%	3.0	-10.0%	-2.6%	0.5	0.4%
CCCCN(C(=O)c1cnc(C)cn1)c1c(N)n(CCC)c(=O)[nH]c1=O	9.6	-2.7	10.0	-0.2%	-5.0	-23.6%	0.1%	1.1	-5.7%
CC(C)NS(=O)(=O)c1ccc(OCC(=O)NCC2CCCO2)c(Cl)c1 (centres undefined)	9.4	-9.1	·	-3.7%	-1.2	0.6%	-1.6%	0.7	1.1%
C=CCN1C(=O)C(Cc2ccccc2)SC1=Nc1ccc(C(=O)O)cc1 (centres undefined)	4.1	-6.0	7.8	1.9%	1.4	8.2%	0.9%	11.8	-3.8%
C[C@H](CO)N1C[C@H](C)[C@@H](CN(C)S(=O)(=O)c2ccc(-c3ccccc3)cc2)OCc2cn(nn2)CCCC1=O	·	2.1	·	-3.4%	·	-1.3%	·	·	-1.1%
COc1ccc(C(=O)C2CCN(CC(=O)Nc3ccc(C)cc3)CC2)cc1	·	-7.7	-9.7	-4.0%	-11.9	-4.9%	2.2%	15.0	-1.0%
O=C(Nc1cccc(C(=O)O)c1)/C(=C\C=C\c1ccccc1)NC(=O)c1ccccc1	-2.5	-7.6	2.5	6.8%	-9.8	-9.7%	1.1%	5.5	-0.9%
O=C(CN1C(=O)NC2(CCCCCC2)C1=O)N1CCN(S(=O)(=O)c2ccccc2)CC1	9.3	-1.8	5.1	-4.5%	-8.6	-3.4%	-2.5%	0.0	-4.9%
OCC1(CCOc2ccccc2)CCN(Cc2ccccc2C(F)(F)F)CC1	-9.6	-0.9	4.0	0.4%	0.0	8.8%	0.9%	9.0	1.1%
Cn1c(CNS(=O)(=O)c2cccc(Cl)c2)cc(=O)n(C)c1=O	8.3	-1.8	-0.7	-1.7%	-3.2	1.5%	6.1%	5.8	-5.5%
NC1=NN=C(N2N=C(c3ccco3)CC2(O)C(F)(F)F)n2ncnc2C1 (centres undefined)	4.6	5.2	-10.4	-6.3%	3.9	0.5%	-0.2%	3.8	-1.2%
O=C(CCCSc1nnc(Nc2ccccc2F)s1)N1CCOCC1	-4.0	-12.6	-8.3	-4.2%	5.0	8.6%	0.4%	5.2	-1.4%
C=CCNC(=S)N(Cc1ccccc1)Cc1ccccc1	6.8	-0.9	-4.6	-1.4%	0.3	-3.1%	5.2%	0.0	-10.9%
CCOC(=O)c1c(NC(=O)CN2CCC(C)CC2)sc(C)c1C	4.2	-1.2	11.0	-2.7%	9.7	-18.1%	0.0%	3.0	2.2%
CCN(Cc1ccccc1)C(=O)CSc1n[nH]c(N)n1	3.1	-6.1	-0.8	-1.3%	-1.4	-5.6%	-1.1%	0.2	-3.5%

At a glance, some entries already given.
SMILES	D2 potentiator	LDHA block	D1 antagonist	Glioma ERSR ind	D1 PAM	Vif-A3F inh	RXFP1 agonist	D1 agonist	Vif-APOBEC3G blk
O=C(COC(=O)c1c[nH]c2ccccc12)NC1CCCCC1	-7.2	-1.1&-5.8	11.6	4.9%	-0.2	15.7%	-1.3%	0.0	-2.0%
O=C(c1ccccc1)N1CCN(C(=O)c2ccccc2Br)CC1	12.9	-4.0	-8.6	-4.1%	-3.0	0.8%	1.2%	3.9	-0.1%

Gathered by group, the entries above with an NH in an aromatic ring
SMILES	D2 potentiator	LDHA block	D1 antagonist	Glioma ERSR ind	D1 PAM	Vif-A3F inh	RXFP1 agonist	D1 agonist	Vif-APOBEC3G blk
O=C(COC(=O)c1c[nH]c2ccccc12)NC1CCCCC1	-7.2	-1.1&-5.8	11.6	4.9%	-0.2	15.7%	-1.3%	0.0	-2.0%
CCc1cc(=O)[nH]c(SCC(=O)N2CCC(Cc3ccccc3)CC2)n1	10.8	-1.1	9.0	-1.2%	0.8	4.7%	-0.1%	1.7	-0.3%
CCc1ccccc1NC(=O)CSc1nc2[nH]c(=O)cc(O)c2s1	-28.5	5.4	6.6	2.1%	-2.7	0.1%	-1.4%	1.1	0.8%
Cc1ccc(C(=O)NCCc2n[nH]c(=S)n2C)cc1	5.2	-5.6	-5.1	-0.6%	-1.0	1.3%	2.6%	0.2	-9.2%
CCn1c(SCC(=O)N2CCN(c3ccccc3)CC2)nc2c([nH]c3ccccc32)c1=O	-7.4	-3.7	12.0	-2.2%	2.6	1.9%	16.5%	0.9	1.6%
CCCCN(C(=O)c1cnc(C)cn1)c1c(N)n(CCC)c(=O)[nH]c1=O	9.6	-2.7	10.0	-0.2%	-5.0	-23.6%	0.1%	1.1	-5.7%
CCN(Cc1ccccc1)C(=O)CSc1n[nH]c(N)n1	3.1	-6.1	-0.8	-1.3%	-1.4	-5.6%	-1.1%	0.2	-3.5%
